Screening results as filed in PubChem BioAssay.
IkB signaling: IkB pathway inhibition in ABC-DLBCL cells; ABC-DLBCL IkBa-CBG/CBR dual luciferase ratio, 4 h; response scale: scaled: untreated 0%, proteasome inhibitor 100%; Potency, µM (series often up to 57.1 µM), for the others: at the top dose IkBa stabilization activation; 110,000 tested, 0.04% active; AID 445; active = well fitted curve in the direction sought with a large enough effect in the signal ratio, not every such curve was filed as active; inconclusive = small, poorly fitted or top-dose-only effect, or a change in a side signal; the % refers to the signal ratio;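 also: the direction sought is a rising ratio; 0% = basal untreated cells and 100% = reference inhibitor full response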
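Luminescence ratio of IκBα-fused green versus native red beetle luciferase in OCI-Ly3 cells, 4 h post-doxycycline with compound; red signal alone, scaled from basal (0%) to zero light (-100%), flagged nonspecific or cytotoxic effects.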
p53ts 39C kill: cytotoxicity in p53ts cells at nonpermissive temperature | H1299-p53A138V viability at 39C, ATP luminescence, 24 h | 130,000 tested, 1.5% active | Potency, µM (top dose mostly 46.1 µM), for inactives: at the top dose activity change, negative = cell killing, most hits filed as cytotoxic | AID 902; also: nearly all actives have a fitted effect of over 55% in size
p53ts 32C kill: cytotoxicity in p53ts cells at permissive temperature. H1299-p53A138V at 32C, ATP luminescence viability, 24 h. Potency, µM (top dose mostly 46.1 µM), for inactives: at the highest dose activity change, negative = cytotoxicity, usual class: cytotoxic. 130,000 tested, 0.93% active. AID 924;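 also: 0% = DMSO and -100% = full killing by reference compound; nearly all actives have a fitted effect of over 55% in size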
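H1299-p53 A138V cells (temperature-sensitive p53) exposed 24 h to up to 46 uM compound at 32C, where p53 is wild-type in conformation. Viability read as ATP luminescence and normalised to DMSO and 100 uM tamoxifen. AC50 fitted with the Hill equation.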
Imprint erasure: genomic imprint erasure induction. AID 1948. mouse ES Peg3-LacZ reporter, beta-gal luminescence, 40 h. 110,000 tested, 0.02% active. Potency, µM (series often up to 60.7 µM), for inactives: at the highest dose activity change, positive = activation, actives largely listed as activators;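 also: 0% = negative control wells on the plate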
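Imprint erasure is scored as LacZ activity from the silenced maternal Peg3 allele in feeder-free female ES cells cultured 40 h with LIF. Luminescence is normalized to in-plate negative controls and fitted to the Hill equation.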
The depositor's hits bear a star; [ ] = dose if it differs, or a comment. Unless noted, calls follow the shape of the dose curve; as a rule, active = well fitted curve in the direction sought with a large enough effect; inconclusive = small, poorly fitted or top-dose-only effect, or another doubt; inactive = no such curve, though single readings can be large; an effect the other way counts as inactive or inconclusive. Unless noted, % is scaled to controls: 0 for no effect and ±100 for the full control effect; potency is read from the fitted curve at half-maximal effect. Rows are unselected, and some 1.7% of all compounds hit somewhere here.

The opening 5 entries as a preview:
What do the screens show for `Cc1cc(C)cc(OCCCn2c(CCNC(=O)C3CCCCC3)nc3ccccc32)c1`?
IkB signaling: inconclusive; p53ts 39C kill: inconclusive; p53ts 32C kill: -8%; Imprint erasure: -15%[10.9 µM]

What do the screens show for `Cn1c(=O)c2c(ncn2CC(=O)OCc2ccccc2)n(C)c1=O`?
IkB signaling: -1.9%; p53ts 39C kill: 6%; p53ts 32C kill: -3%

Results for Cc1[nH]c2ccccc2c1C(O)CN1CCN(c2cccc(C(F)(F)F)c2)CC1 (stereo unspecified) ?
IkB signaling: inconclusive; p53ts 39C kill: inconclusive; p53ts 32C kill: inconclusive; Imprint erasure: -49%[inhibitor]

What do the screens show for `COc1ccc(N(Cc2cc3cccc(C)c3[nH]c2=O)C(=O)c2cccc(Cl)c2)cc1`?
IkB signaling: 0.7%; p53ts 39C kill: -23%; p53ts 32C kill: 14%; Imprint erasure: -38%[inhibitor][10.9 µM]

How did CCn1nnc(-c2ccccc2NC(=O)c2cc(OC)cc(OC)c2)n1 do in these assays?
IkB signaling: 1.3%; p53ts 39C kill: -14%; p53ts 32C kill: 13%; Imprint erasure: -13%

The list itself (from the top)
What do the screens show for `Cc1cc(C)cc(OCCCn2c(CCNC(=O)C3CCCCC3)nc3ccccc32)c1`?
IkB signaling: inconclusive; p53ts 39C kill: inconclusive; p53ts 32C kill: -8%; Imprint erasure: -15%[10.9 µM]

What do the screens show for `Cn1c(=O)c2c(ncn2CC(=O)OCc2ccccc2)n(C)c1=O`?
IkB signaling: -1.9%; p53ts 39C kill: 6%; p53ts 32C kill: -3%

Results for Cc1[nH]c2ccccc2c1C(O)CN1CCN(c2cccc(C(F)(F)F)c2)CC1 (stereo unspecified) ?
IkB signaling: inconclusive; p53ts 39C kill: inconclusive; p53ts 32C kill: inconclusive; Imprint erasure: -49%[inhibitor]

What do the screens show for `COc1ccc(N(Cc2cc3cccc(C)c3[nH]c2=O)C(=O)c2cccc(Cl)c2)cc1`?
IkB signaling: 0.7%; p53ts 39C kill: -23%; p53ts 32C kill: 14%; Imprint erasure: -38%[inhibitor][10.9 µM]

How did CCn1nnc(-c2ccccc2NC(=O)c2cc(OC)cc(OC)c2)n1 do in these assays?
IkB signaling: 1.3%; p53ts 39C kill: -14%; p53ts 32C kill: 13%; Imprint erasure: -13%

How did CCCCCCOC(=O)NCC(O)c1ccccc1 (stereo unspecified) do in these assays?
IkB signaling: 4.1%; p53ts 39C kill: 2%; p53ts 32C kill: -10%; Imprint erasure: -35%[inhibitor]

How did CCC(C)N=CC1=C(O)C(C(=O)OC)C(C)(C)CC1=O (stereo unspecified) do in these assays?
p53ts 39C kill: 24%; p53ts 32C kill: -3%

What do the screens show for `CC(C)C(OC(=O)c1ccco1)C(=O)NCc1ccco1` (stereo unspecified)?
IkB signaling: 1.0%; p53ts 39C kill: 5%; p53ts 32C kill: 9%; Imprint erasure: -19%

How did CCOc1ccc(S(=O)(=O)Nc2ccc(Cl)cn2)c(C)c1C do in these assays?
IkB signaling: 4.9%; p53ts 39C kill: -1%; p53ts 32C kill: 4%; Imprint erasure: -5%

How did COc1ccc(CCNS(=O)(=O)c2ccccc2)cc1OC do in these assays?
IkB signaling: -1.3%; p53ts 39C kill: -3%; p53ts 32C kill: -6%; Imprint erasure: -4%

What do the screens show for `Cn1c(=O)c2c(ncn2CC(=O)NCc2cccnc2)n(C)c1=O`?
IkB signaling: 1.9%; p53ts 39C kill: 0%; p53ts 32C kill: 6%; Imprint erasure: -1%

How did COc1ccc(CNC(=O)CCn2nc(C)c3c(C)n(-c4ccccc4)nc3c2=O)cc1OC do in these assays?
IkB signaling: -1.4%; p53ts 39C kill: 34%[activator]; p53ts 32C kill: 9%; Imprint erasure: 12%[10.9 µM]

Results for CCN1CCN(Cc2ccc(NC(=O)Nc3ccccc3)cc2)CC1 ?
IkB signaling: 8.0%; p53ts 39C kill: inconclusive; p53ts 32C kill: inconclusive; Imprint erasure: -24%

How did CCOC(=O)C1=C(C)N(c2ccc(Cl)cc2)C(=O)NC1c1cccc([N+](=O)[O-])c1 (stereo unspecified) do in these assays?
p53ts 39C kill: -30%; p53ts 32C kill: -9%

What do the screens show for `O=C(N1CCCCC1)C12CC3CC(C1)CC(C(=O)N1CCCCC1)(C3)C2`?
IkB signaling: -1.5%; p53ts 39C kill: -4%; p53ts 32C kill: 4%; Imprint erasure: -18%

How did CCCCC(=O)NC(Nc1nc(C2CC2)cs1)(C(=O)OCC)C(F)(F)F (stereo unspecified) do in these assays?
IkB signaling: -1.5%; p53ts 39C kill: 9%; p53ts 32C kill: -1%; Imprint erasure: -4%

Results for CCOc1ccc(NC(=O)Cn2nc(SC)c(S(=O)(=O)c3ccccc3)c2N)cc1 ?
IkB signaling: -0.8%; p53ts 39C kill: -3%; p53ts 32C kill: 14%; Imprint erasure: -11%[10.9 µM]

Results for COc1ccc(C(C)=O)cc1CSc1nc(NCCc2ccccc2)c2ccccc2n1 ?
IkB signaling: inconclusive; p53ts 39C kill: -27%; p53ts 32C kill: -15%; Imprint erasure: -14%[10.9 µM]

Results for CC1(C(=O)O)CCC(C(=O)Nc2ccc(S(N)(=O)=O)cc2)C1(C)C (stereo unspecified) ?
IkB signaling: 0.6%; p53ts 39C kill: 7%; p53ts 32C kill: 2%; Imprint erasure: 9%

What do the screens show for `COC(=O)CSc1nc(C2CC2)cc(C(F)(F)F)c1C#N`?
IkB signaling: -0.6%; p53ts 39C kill: 9%; p53ts 32C kill: 0%; Imprint erasure: -8%

How did CC(C)=CCC/C(C)=C/CC/C(C)=C/CC/C(C)=C/CO do in these assays?
p53ts 39C kill: 1%; p53ts 32C kill: 2%; Imprint erasure: -7%

What do the screens show for `COc1ccc(-c2nc(N)n[nH]2)cc1OC`?
IkB signaling: 1.0%; p53ts 39C kill: -2%; p53ts 32C kill: -5%; Imprint erasure: 12%

Results for COc1ccccc1N1CCN(C(=O)c2ccc(C(C)(C)C)cc2)CC1 ?
IkB signaling: -1.2%; p53ts 39C kill: 7%; p53ts 32C kill: 9%; Imprint erasure: -15%

How did O=C(c1ccc2c(c1)C(=O)N(CCCO)C2=O)c1ccc2c(c1)C(=O)N(CCCO)C2=O do in these assays?
p53ts 39C kill: 1%; p53ts 32C kill: -8%

The last two entries of the part above are carried over, then new ones follow:
Results for COc1ccccc1N1CCN(C(=O)c2ccc(C(C)(C)C)cc2)CC1 ?
IkB signaling: -1.2%; p53ts 39C kill: 7%; p53ts 32C kill: 9%; Imprint erasure: -15%

How did O=C(c1ccc2c(c1)C(=O)N(CCCO)C2=O)c1ccc2c(c1)C(=O)N(CCCO)C2=O do in these assays?
p53ts 39C kill: 1%; p53ts 32C kill: -8%

Results for CCOC(=O)c1ccccc1NC(=O)CSc1cc(C)[nH]c(=O)n1 ?
IkB signaling: 0.5%; p53ts 39C kill: inconclusive; p53ts 32C kill: -2%; Imprint erasure: -9%[10.9 µM]

What do the screens show for `COC(=O)c1sccc1S(=O)(=O)N(CC(=O)NCc1ccc(C)cc1)c1ccc(Cl)cc1`?
IkB signaling: -1.0%; p53ts 39C kill: -11%; p53ts 32C kill: 3%; Imprint erasure: 3%[10.9 µM]

What do the screens show for `Cc1ccc(CS(=O)(=O)Cc2ccc(C(=O)NCCc3ccc(Cl)cc3)o2)cc1`?
IkB signaling: -0.1%; p53ts 39C kill: -17%; p53ts 32C kill: -1%; Imprint erasure: -21%[10.9 µM]

What do the screens show for `Cc1[nH]c(=O)[nH]c(=O)c1C1N2CC3(C(C)C)CN1CC(C(C)C)(C2)C3=O` (stereo unspecified)?
IkB signaling: 1.2%; p53ts 39C kill: -1%; p53ts 32C kill: -1%; Imprint erasure: -5%[10.9 µM]

Results for CCC1CN(C(=O)N2CCC(C(=O)NCc3cccs3)CC2)c2ccccc2O1 (stereo unspecified) ?
IkB signaling: -0.3%; p53ts 39C kill: -11%; p53ts 32C kill: -4%; Imprint erasure: 14%[10.9 µM]

What do the screens show for `Cc1ccc(-n2nc(C(=O)Nc3ccc(Br)cc3C)c(=O)n(C)c2=O)cc1`?
IkB signaling: 1.5%; p53ts 39C kill: -9%; p53ts 32C kill: -1%; Imprint erasure: -3%[10.9 µM]

What do the screens show for `CCOc1ccc(OCc2ccc(C(=O)NCC3CCCO3)o2)cc1` (stereo unspecified)?
IkB signaling: -0.2%; p53ts 39C kill: -2%; p53ts 32C kill: 5%; Imprint erasure: -31%[inhibitor]

What do the screens show for `CCN(CC)C(=O)CSc1nnc(-c2cc3ccccc3cc2O)n1CC`?
IkB signaling: 3.6%; p53ts 39C kill: -4%; p53ts 32C kill: 2%; Imprint erasure: -12%

How did O=C(CN1C(=O)COc2ccc(S(=O)(=O)N3CCCC3)cc21)NCCc1ccc(Cl)cc1 do in these assays?
IkB signaling: inconclusive; p53ts 39C kill: 25%; p53ts 32C kill: -5%; Imprint erasure: -24%[10.9 µM]

What do the screens show for `COc1ccc(CNc2ccnc(-c3ccccc3Cl)n2)c(OC)c1`?
IkB signaling: -0.1%[11.4 µM]; p53ts 39C kill: -8%; p53ts 32C kill: 10%; Imprint erasure: -23%

Results for COc1cccc(C(c2sc3nc(C)nn3c2O)N2CCc3ccccc3C2)c1 (stereo unspecified) ?
IkB signaling: -2.6%; p53ts 39C kill: 45%[activator]; p53ts 32C kill: -10%; Imprint erasure: -17%

What do the screens show for `O=c1n(-c2ccccc2)c(=O)n2n1CCCC2`?
IkB signaling: 1.2%; p53ts 39C kill: 6%; p53ts 32C kill: 13%; Imprint erasure: 0%

What do the screens show for `Clc1ccccc1-c1cc(NCc2cccnc2)ncn1`?
IkB signaling: 1.1%[11.4 µM]; p53ts 39C kill: 17%; p53ts 32C kill: 6%; Imprint erasure: inconclusive

What do the screens show for `COc1ccccc1-c1nc2n(n1)C(c1ccc(Cl)cc1)C(C(N)=O)=C(C)N2` (stereo unspecified)?
p53ts 39C kill: -5%; p53ts 32C kill: -12%

Results for Cc1ccc(CNC(=O)c2cc3c(=O)n4cccc(C)c4nc3n(CC3CCCO3)c2=N)cc1 (stereo unspecified) ?
IkB signaling: 0.9%; p53ts 39C kill: 12%; p53ts 32C kill: -3%; Imprint erasure: 0%

Results for O=CN1CCN(C[C@H](O)CN2CCCCC2)CC1 ?
IkB signaling: -0.1%[11.4 µM]; p53ts 39C kill: -1%[9.22 µM]; p53ts 32C kill: -2%[9.22 µM]; Imprint erasure: 6%[10.9 µM]

What do the screens show for `CS(=O)(=O)CCC(C(=O)N1CCOCC1)N1C(=O)c2cc(Cl)c(Cl)cc2C1=O` (stereo unspecified)?
IkB signaling: -3.3%; p53ts 39C kill: 6%; p53ts 32C kill: 0%; Imprint erasure: -14%

Results for CCCc1cc(N2CCCC(C(=O)Nc3c(OC)cccc3OC)C2)n2ncnc2n1 (stereo unspecified) ?
IkB signaling: 0.0%; p53ts 39C kill: 4%; p53ts 32C kill: 2%; Imprint erasure: -7%

How did COc1ccc(-c2cc(=O)c3ccc(O)cc3o2)cc1 do in these assays?
IkB signaling: -4.0%[11.4 µM]; p53ts 39C kill: inconclusive; p53ts 32C kill: inconclusive; Imprint erasure: -58%[inhibitor]

How did CCCCC(=O)Nc1cccc(NC(=O)CC)c1 do in these assays?
IkB signaling: 0.1%; p53ts 39C kill: 0%; p53ts 32C kill: 5%; Imprint erasure: -1%

Results for COC(=O)c1c(C)sc(-c2c(-c3ccc4c(c3)OCCO4)[nH]c3[nH]c(=O)[nH]c(=O)c23)c1O ?
IkB signaling: -2.1%; p53ts 39C kill: -6%; p53ts 32C kill: 18%; Imprint erasure: -8%[10.9 µM]

Results for CCOC(=O)C1=C(C)OC(N)=C(C#N)C1C1CCCCC1 (stereo unspecified) ?
IkB signaling: 0.8%; p53ts 39C kill: -2%; p53ts 32C kill: -3%; Imprint erasure: -15%

How did O=C(CNC(=O)c1ccccc1F)OCC(=O)N1CCCCC1 do in these assays?
p53ts 39C kill: -2%; p53ts 32C kill: 10%

What do the screens show for `N#Cc1ccccc1NC(=O)Nc1cccc(Cl)c1`?
IkB signaling: -1.3%; p53ts 39C kill: 22%; p53ts 32C kill: 3%; Imprint erasure: 2%

What do the screens show for `CCOc1ccc(NC(=O)CCc2c(C)nc3c(c(C)nn3-c3ccccc3)c2C)cc1`?
IkB signaling: 1.7%; p53ts 39C kill: -4%; p53ts 32C kill: -5%; Imprint erasure: -11%[10.9 µM]
